Bioassay records as filed in PubChem.
hgDAF-12 ag – H. glycines DAF-12 receptor agonists, primary screen, cell-based, luminescence, HEK293, GAL4 fusion, UAS-luciferase; HEK293 GAL4-hgDAF12 UAS-luciferase reporter, agonist luminescence; normalized to butyrate control; activation, % at 6.8 µM; hit rate 1.8% among 370,000; AID 687014, 2013;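 active = activation above a cutoff set at the mean of all screened compounds plus 3 SD, cut at about 10% in these data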;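 note: 0% = DMSO wells and 100% = sodium butyrate wells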
GC-A act – GC-A stimulated cGMP production enhancers – HEK293 GC-A cells, cGMP TR-FRET, EC30 ANP, primary screen. Atrial natriuretic peptide receptor 1 (Homo sapiens), P16066. 0% at EC30 ANP, 100% saturating ANP. activation, % at 10 µM. hit rate 0.14% among 370,000. AID 1671463, 2021; in the data active = activation above about 40%
GC-B act – human GC-B receptor activators, primary screen, HEK293 GC-B cells, cGMP TR-FRET, EC30 CNP. 0% at EC30 CNP, 100% saturating CNP. activation, % at 10 µM. hit rate 0.11% among 370,000;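 active = activation at 10 µM reaching about 35% in either raw or pattern-adjusted values, limit read from the data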
HGIII-sPLA2 inh – human group III sPLA2 inhibitors, primary screen, biochemical, QFRET, BODIPY PC-A2 liposome substrate; QFRET BODIPY PC-A2 liposome hydrolysis, fluorescence; inhibition, % at 12.2 µM; hit rate 0.56% among 370,000;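 active = inhibition above mean plus 3 SD of compounds lying within the high and low control bounds, cut at about 19% in these data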;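 note: 0% = median of test compound wells and 100% = no enzyme DMSO wells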
Target sequence (Q9NZ20 whole entry, looked up): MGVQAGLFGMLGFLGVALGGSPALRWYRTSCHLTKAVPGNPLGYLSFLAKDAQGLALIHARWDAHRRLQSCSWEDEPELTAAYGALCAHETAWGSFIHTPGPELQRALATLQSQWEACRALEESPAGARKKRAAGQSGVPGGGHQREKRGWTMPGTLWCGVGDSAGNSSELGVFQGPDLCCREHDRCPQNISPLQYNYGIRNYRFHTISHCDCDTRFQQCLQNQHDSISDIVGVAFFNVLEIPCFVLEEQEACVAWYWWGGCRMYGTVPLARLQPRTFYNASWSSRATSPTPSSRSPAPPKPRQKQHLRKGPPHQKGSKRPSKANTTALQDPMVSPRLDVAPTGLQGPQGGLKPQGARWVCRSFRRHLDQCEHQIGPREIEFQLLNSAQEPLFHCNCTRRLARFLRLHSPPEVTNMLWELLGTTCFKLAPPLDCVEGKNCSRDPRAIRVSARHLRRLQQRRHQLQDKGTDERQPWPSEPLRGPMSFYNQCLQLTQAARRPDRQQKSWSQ
ADAM10 inh – human ADAM10 inhibitors, primary screen, biochemical, QFRET, HTS. Disintegrin and metalloproteinase domain-containing protein 10 (Homo sapiens), O14672. recombinant ADAM10, EDANS/DABCYL FRET peptide cleavage, 3 h. inhibition, % at 7 µM. hit rate 0.62% among 370,000. AID 720582, 2013;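 active = inhibition above a per-campaign cutoff equal to the mean of compounds falling between control-based bounds plus 3 SD, cut at about 20% in these data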;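 note: 0% = DMSO wells while the 100% control is not disclosed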
Target sequence (O14672 214-748 limits assumed): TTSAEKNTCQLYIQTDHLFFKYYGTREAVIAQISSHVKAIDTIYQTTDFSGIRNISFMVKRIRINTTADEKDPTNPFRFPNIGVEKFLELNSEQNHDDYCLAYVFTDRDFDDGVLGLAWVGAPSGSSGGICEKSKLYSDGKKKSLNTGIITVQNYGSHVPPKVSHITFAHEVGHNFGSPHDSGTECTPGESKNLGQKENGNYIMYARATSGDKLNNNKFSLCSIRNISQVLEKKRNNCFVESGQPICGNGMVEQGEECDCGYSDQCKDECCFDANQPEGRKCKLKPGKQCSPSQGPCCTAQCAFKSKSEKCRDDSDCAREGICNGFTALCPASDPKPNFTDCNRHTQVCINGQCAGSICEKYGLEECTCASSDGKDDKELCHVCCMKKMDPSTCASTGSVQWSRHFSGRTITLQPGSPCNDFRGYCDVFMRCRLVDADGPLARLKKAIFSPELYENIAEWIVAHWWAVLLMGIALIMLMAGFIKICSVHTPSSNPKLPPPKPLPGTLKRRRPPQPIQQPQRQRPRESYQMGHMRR
ssDAF-12 act – S. stercoralis DAF-12 nuclear receptor activators, primary screen, cell-based, luminescence, HEK293, GRIP1 co-expression, lit1-tk-luc. Nuclear hormone receptor DAF-12 (Strongyloides stercoralis). HEK293 ssDAF-12/GRIP1 lit1-tk-luc reporter; % of 3 µM dafachronic acid response. activation, % at 6.8 µM. hit rate 1% among 370,000;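 active = activation above the mean over all tested compounds plus 3 SD, cut at about 0.9% in these data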;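 note: 0% = DMSO-only wells and 100% = 3 µM delta7-dafachronic acid wells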
DAX1 inh-1 – DAX1 (NR0B1) inhibitors on StAR promoter, primary screen, cell-based, luminescence, SF-1 (NR5A1), full-length DAX-1; hit rate 1.1% among 370,000; AID 652010, 2013; inhibition, % at 6.8 µM; HEK293T StAR-luciferase reporter, SF-1/DAX-1 repression relief;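 active = inhibition above the mean over all tested compounds plus 3 SD, cut at about 3.6% in these data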;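 note: 0% = DAX-1 cells with DMSO and 100% = cells lacking DAX-1 with DMSO; higher inhibition means more luminescence from relief of DAX-1 repression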
SMARCA2 activ – SMARCA2 (BRM) function activators, primary screen, cell-based, luminescence, high throughput; activation, % at 9.1 µM; hit rate 1% among 370,000; MG213 cells, MMTV-luciferase reporter, dexamethasone, overnight; AID 652017, 2013; in the data active = activation above about 7.8%;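 note: 0% = vehicle wells and 100% = reference activator wells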
DAX1 inh-2 – DAX1 (NR0B1) inhibitors, primary screen, cell-based, HEK293, Gal4-DAX1, luciferase luminescence. Nuclear receptor subfamily 0 group B member 1 (Homo sapiens), P51843. HEK293 Gal4-DAX1 luciferase reporter. inhibition, % at 6.75 µM. hit rate 0.99% among 340,000. AID 504766, 2011;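 active = inhibition above the mean over all tested compounds plus 3 SD, cut at about 4.2% in these data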;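 note: 0% = DAX1-transfected cells with DMSO and 100% = empty-vector control cells with DMSO; inhibition shows as a rise in luminescence from relieved DAX1 repression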
FXN GAA850 act – FXN promoter activators, primary screen, cell-based, luciferase luminescence, HEK293 lucGAA850. HEK293 lucGAA850 FXN promoter luciferase reporter, 24 h; percent of 10 µM SAHA response. activation, % at 6 µM. hit rate 0.56% among 360,000. AID 540364, 2011;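 active = activation above the average of all compounds screened plus 3 SD, cutoff fixed separately per campaign, cut at about 7.5% in these data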;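 note: 0% = DMSO wells and 100% = 10 µM SAHA wells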
hcDAF-12 act – H. contortus DAF-12 nuclear receptor activators, primary screen, cell-based, luminescence, HEK293, lit1-tk-luc reporter. activation, % at 6.8 µM. hit rate 1.4% among 370,000. HEK293 hcDAF-12 lit1-tk-luc reporter; 0% DMSO, 100% Δ7-dafachronic acid. AID 652067, 2013;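 active = activation above the mean of all tested compounds plus 3 SD, cut at about 5.5% in these data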;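 note: 100% = response to 3 µM Δ7-dafachronic acid high control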
* = called active by the depositor; / = not tested or not shown.

SMILES	hgDAF-12 ag	GC-A act	GC-B act	HGIII-sPLA2 inh	ADAM10 inh	ssDAF-12 act	DAX1 inh-1	SMARCA2 activ	DAX1 inh-2	FXN GAA850 act	hcDAF-12 act
COC(=O)Cc1[nH]c(=S)[nH]c1C(=O)OC	-3.2	3	1	0	4	-1.1	0.1	-2	-0.6	0.6	0.2
CC(=O)/C(C[N+]1(C)CCCCC1)=N\O	-0.7	5	-1	3	2	-0.5	-0.1	-1	-0.3	1.0	0.1
N#C/C(=C/c1ccc(Br)s1)C(=O)NCCc1c[nH]c2ccccc12	-1.5	-12	-6	-29	7	0.2	-0.4	0	0.0	0.6	6.0*
O=C(Nc1ccccc1)N(C1=NCCCCS1)c1ccccc1	0.9	8	-1	-2	-5	-0.8	0.3	0	1.6	-11	0.1
CN(C(=O)c1cccc(NC(=O)Cc2cccc([N+](=O)[O-])c2)c1)C1CCC1	-3.3	-1	11	-6	5	-1.6	-0.9	1	-0.9	-0.5	-2.2
COCCN1Cc2cccc(C(=O)Nc3c(C)cc(C)cc3C)c2C1=O	-0.3	1	6	-3	7	-1.3	-0.8	3	-0.4	-2.0	-2.3
C=C[C@H]1[C@H](O[C@@H]2O[C@H](CO)[C@@H](O)[C@H](O)[C@H]2O)OC=C2C(=O)OCC[C@]21O	1.5	7	-1	-6	-1	-1.7	0.0	0	-0.6	2.4	0.8
CCOC(=O)c1ccc(NC(=S)NCCc2ccccc2F)cc1	-1.2	7	-3	-31	9	-0.8	-1.1	-4	0.1	-1.7	-1.8
O=C(COC(=O)/C=C/c1ccc(OC(F)F)cc1)Nc1ccc(N2CCOCC2)cc1	2.4	1	-6	2	3	-0.7	-1.8	-2	1.1	-2.3	-0.6
C=CCN1C=C2C(=O)C(C)(OC(=O)C3CCCC3)C(=O)C=C2C=C1c1ccsc1 (configuration not stated)	6.0	-1	-1	-1	-33	1.4*	0.6	0	1.0	0.1	4.3
Nc1nnc(SCC(=O)OCC(=O)Nc2ccccc2)s1	-1.8	3	-2	2	-4	-1.3	0.1	1	1.4	1.0	0.0
COc1ccc2sc(C)nc2c1NC(C)=O	1.3	4	4	2	2	-1.0	-0.6	-1	-1.3	0.0	-0.3
Fc1cccc(F)c1-n1c(CN2CCCCC2)csc1=S	1.4	-2	-2	4	6	-1.0	-0.3	0	0.6	1.3	-1.2
Cn1ccsc1=NC(=O)c1cc(S(=O)(=O)N2CCOCC2)ccc1F	-1.4	1	-2	1	-2	-1.4	-1.7	0	0.2	2.9	-0.1
CCN1CCCC1CNC(=O)C(=O)NC(C)c1ccccc1 (configuration not stated)	-0.5	6	-2	2	-2	-0.3	0.8	-1	1.6	1.1	0.6
CN(C)CCNc1ncnc2c1ncn2[C@H]1CN(Cc2ccncc2)C[C@@H](CO)O1	0.1	-2	4	7	-14	-0.8	-0.1	-2	/	2.9	-1.8
CC1CCN(C(c2nnnn2CCc2ccccc2)C(C)C)CC1 (configuration not stated)	1.1	/	/	-4	-3	-1.5	0.1	0	0.3	0.7	-1.3
CCOc1ccc(Br)cc1S(=O)(=O)Nc1cccc(S(=O)(=O)N(C)c2ccccc2)c1	-1.7	-2	1	-47	17	-0.7	-0.1	-3	-0.3	1.3	-3.1
CCN(CC)c1ccc(/C=N/N2C(=O)c3ccccc3C2=O)c(O)c1	2.0	-6	-2	10	-6	-1.2	0.1	0	0.4	-1.2	6.6*
Nc1[nH]c(C(=O)c2ccccc2)c(-c2ccc(F)cc2)c1C(=O)NCc1ccccc1	0.3	-8	3	0	0	-0.9	-0.5	-2	/	/	-1.5
CCn1c(SCC(=O)N/N=C/c2ccc(C)o2)nnc1-c1ccc(C)cc1	-1.0	-3	1	-3	1	-1.4	-0.2	-3	-0.3	1.8	0.0
CCOC(=O)/C(C#N)=C1/SC(CC)C(=O)N1c1ccc(Br)cc1 (configuration not stated)	0.4	-6	-10	-33	16	-1.6	0.0	4	-0.8	-0.1	-0.6
CC1(C)C(=O)OC(c2ccc([N+](=O)[O-])cc2)C(C)(C)C1=O (configuration not stated)	-2.5	7	-3	3	-1	-1.1	-0.2	-1	0.4	0.5	-1.6
CC(C)C1Cc2c(C#N)c(N)n(C)c(=S)c2CO1 (configuration not stated)	-3.9	8	2	15	2	-0.7	-0.8	7	-0.8	4.0	-1.6
O=C(NCc1ccncc1)c1ccc2nc(Cc3ccccc3F)oc2c1	-2.0	3	-1	-1	-5	-1.7	-3.4	-1	-0.5	0.0	-0.7

The last three records of the part above come first, to join the parts:
SMILES	hgDAF-12 ag	GC-A act	GC-B act	HGIII-sPLA2 inh	ADAM10 inh	ssDAF-12 act	DAX1 inh-1	SMARCA2 activ	DAX1 inh-2	FXN GAA850 act	hcDAF-12 act
CC1(C)C(=O)OC(c2ccc([N+](=O)[O-])cc2)C(C)(C)C1=O (configuration not stated)	-2.5	7	-3	3	-1	-1.1	-0.2	-1	0.4	0.5	-1.6
CC(C)C1Cc2c(C#N)c(N)n(C)c(=S)c2CO1 (configuration not stated)	-3.9	8	2	15	2	-0.7	-0.8	7	-0.8	4.0	-1.6
O=C(NCc1ccncc1)c1ccc2nc(Cc3ccccc3F)oc2c1	-2.0	3	-1	-1	-5	-1.7	-3.4	-1	-0.5	0.0	-0.7
CCOC(=O)Cn1nc(/C=C/c2ccc(C(C)C)cc2)ccc1=O	4.2	1	-7	-15	-147	-0.9	-0.2	3	0.2	3.8	-0.8
Cc1ccc(S(=O)(=O)NCC2CN(S(=O)(=O)c3ccc(C)cc3)c3ccccc3C(=O)N2c2ccc(F)cc2)cc1 (configuration not stated)	-1.9	-5	-11	-26	23*	-1.6	/	/	/	/	-1.4
O=C(Cn1nnc(-c2ccncc2)n1)N(C1CCCCC1)C1CCCCC1	-0.5	-5	-8	1	1	-1.4	-1.0	-2	0.7	1.9	-1.2
CCCCn1c(=O)[nH]c(=O)c2c1nc(-c1ccc(OC)c(Br)c1)n2CC(C)C	0.4	-26	-5	-6	0	-1.0	0.2	-1	-0.6	-2.0	0.2
COc1ccc(OC)c(Cc2nnc(CCC(=O)NC3C4CC5CC(C4)CC3C5)o2)c1 (configuration not stated)	-0.3	-3	-1	-6	6	-1.1	0.0	-2	-0.2	2.3	-0.8
COc1ccc(F)cc1S(=O)(=O)NCC(c1ccco1)N1CCc2ccccc2C1 (configuration not stated)	0.3	-13	-13	-15	-9	-0.3	-0.8	-1	-1.6	2.2	0.2
Cc1ccnc(N/C=C(/NC(=O)c2ccccc2)C(=O)N/N=C\c2ccc(F)cc2)n1	-1.7	24	0	-3	2	-1.3	-0.5	0	-3.4	-16	-0.8
O=C(CSc1nnc(C2CC2)n1-c1ccccc1)N1CCNC1=O	-0.4	-2	-2	-4	-7	-0.8	-0.3	1	0.0	0.3	-0.4
Cc1noc(C)c1COc1ccccc1C(=O)N1CCN(S(=O)(=O)c2ccccc2F)CC1	-3.4	-1	3	6	-11	-1.0	1.9	-3	-0.6	-1.0	-1.2
Cc1ccccc1OCCC(=O)OCC(=O)NCCc1ccc(S(N)(=O)=O)cc1	-3.8	0	-1	9	-15	-1.8	2.4	-3	0.7	1.2	-1.5
S=C(NCc1ccco1)Nc1ccccc1Cl	-0.7	1	-3	2	-2	-1.3	0.0	0	2.1	0.8	0.3
Cn1cnc(C(=O)NCc2ccccc2)c1C(=O)NCc1ccccc1	-0.3	11	6	-4	6	-1.4	0.0	1	-0.9	4.1	-0.2
CCCC(=O)Nc1sc(C)c(-c2ccc(OC)cc2)c1C#N	-2.6	0	-3	5	-8	-1.6	0.1	-1	0.0	-5.2	-1.0
NNC(=S)Nc1cccc(Cl)c1	0.1	-3	-5	12	-4	-0.6	0.4	-3	2.2	3.8	0.1
CCOC(=O)c1c(NC(=O)CC2SC(N)=NC2=O)sc2c1CCCC2 (configuration not stated)	1.4	-10	-2	-8	-6	-1.8	-0.3	2	-1.4	1.0	-0.1
N=C1/C(=C/c2ccc(-c3cccc(C(=O)O)c3)o2)C(=O)N=C2SC(CC(=O)N3CCOCC3)=NN12	4.9	1	0	-3	-13	-0.6	0.2	1	0.6	2.0	0.5
C[C@@H]1CN([C@@H](C)CO)S(=O)(=O)c2ccc(Br)cc2O[C@@H]1CN(C)C(=O)c1ccncc1	8.5	4	4	9	-4	-0.7	1.3	-4	0.5	0.4	3.5
Cc1ccccc1C(=O)Nc1cccc(C(=O)N/N=C/c2ccccn2)c1	1.7	4	6	-1	0	-1.1	0.4	4	0.2	2.6	-1.9
Cc1ccccc1S(=O)(=O)N(C)C[C@@H]1OCc2cnnn2CCCC(=O)N([C@H](C)CO)C[C@@H]1C	-0.5	-1	3	15	-2	-0.7	-0.1	-5	-0.2	0.8	0.4
CCOC(=O)Cn1cc(-c2ccccc2)nn1	-1.5	3	-5	10	-11	-0.9	-0.1	2	0.1	0.4	-1.1
CCCc1ccc2oc(C(=O)NCCCN3CCOCC3)c(C)c2c1	5.6	3	1	-2	-2	-0.2	3.6	2	0.8	2.8	-0.6
CCN(CC)CCNc1ccc(CO)c2sc3ccccc3c(=O)c12	-0.1	13	-11	11	-5	-0.6	-2.7	5	0.1	-2.1	0.4
O=C(O)c1ccccc1CSc1nc2ccccc2[nH]1	3.6	2	1	2	4	-0.1	-0.2	3	-0.1	0.9	-0.8
CCOC(=O)C1C(c2cccc(F)c2)NC(=S)NC1(O)C(F)(F)F (configuration not stated)	-2.6	1	-2	14	1	-0.3	-0.1	-2	3.5	-1.1	1.2
Cc1cc2n(c(=O)c1C#N)CCCN2c1ccccc1	-1.4	4	3	2	-32	-0.9	0.2	0	0.1	2.0	0.0
COc1ccc(NC(=O)CN2C(=O)NC(c3ccccc3)(c3ccccc3)C2=O)cc1OC	0.8	-7	0	-13	7	-0.5	0.0	-4	0.0	2.6	-1.1
C/C=C(/C)C(=O)OC1Cc2c(ccc3ccc(=O)oc23)OC1(C)C (configuration not stated)	-1.0	-1	1	5	-446	-1.8	-2.2	-2	-1.7	-2.7	0.5
CCC(=O)OCCNc1cc(Sc2nccn2C)c2nonc2c1[N+](=O)[O-]	1.0	24	12	0	6	-1.2	-1.2	-11	2.2	6.9	-0.8
COCCn1c(COc2ccc(C)cc2)nc2ccccc21	4.6	0	1	-8	0	-1.4	0.8	4	1.1	4.2	1.1
Cc1ccc(-c2nnc(SCC(=O)O)n2N)cc1	1.0	5	2	6	-11	-0.8	-0.2	-5	1.9	-0.8	-1.3

Hits appear at their usual frequency; 6.6% or so of the library scored in one or more.
